# Compound activity: PubChem BioAssay, National Center for Advancing Translational Sciences (NCATS)
# Tb PFK inh = T. brucei PFK enzyme inhibition. T. brucei PFK, ADP-Glo luminescence. Potency, µM (titrated, usually from 57.5 µM), inactives show at the highest dose activity, negative = inhibition, usual class: inhibitors. 0.17% of 330,000 active;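 also: potency is read from the fitted curve at half-maximal effect; 0% = uninhibited 1x PFK enzyme wells and -100% = no-enzyme wells; nearly all actives have a fitted effect of over 60% in size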
#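 PFK 1.25 nM, F6P 0.5 mM, ATP 0.1 mM, 0.1 M TEA pH 8.0, 5 mM MgCl2, 0.01% Tween20, 0.1% BSA; 45 min RT. ADP-Glo readout. qHTS titration up to 57 uM; curves fitted, compounds curve-classed.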
# TRPV1 ag = agonists of human vanilloid receptor 1 (TRPV1) | Q8NER1 | TRPV1-expressing cells, Fluo-8 calcium influx, agonist mode | activation, % at 8.33 µM | 0.19% of 320,000 active; in the data active = activation above about 80%; inconclusive = between about 30% and that limit; also: 0% is about no effect
# Target sequence (Q8NER1 whole entry, looked up): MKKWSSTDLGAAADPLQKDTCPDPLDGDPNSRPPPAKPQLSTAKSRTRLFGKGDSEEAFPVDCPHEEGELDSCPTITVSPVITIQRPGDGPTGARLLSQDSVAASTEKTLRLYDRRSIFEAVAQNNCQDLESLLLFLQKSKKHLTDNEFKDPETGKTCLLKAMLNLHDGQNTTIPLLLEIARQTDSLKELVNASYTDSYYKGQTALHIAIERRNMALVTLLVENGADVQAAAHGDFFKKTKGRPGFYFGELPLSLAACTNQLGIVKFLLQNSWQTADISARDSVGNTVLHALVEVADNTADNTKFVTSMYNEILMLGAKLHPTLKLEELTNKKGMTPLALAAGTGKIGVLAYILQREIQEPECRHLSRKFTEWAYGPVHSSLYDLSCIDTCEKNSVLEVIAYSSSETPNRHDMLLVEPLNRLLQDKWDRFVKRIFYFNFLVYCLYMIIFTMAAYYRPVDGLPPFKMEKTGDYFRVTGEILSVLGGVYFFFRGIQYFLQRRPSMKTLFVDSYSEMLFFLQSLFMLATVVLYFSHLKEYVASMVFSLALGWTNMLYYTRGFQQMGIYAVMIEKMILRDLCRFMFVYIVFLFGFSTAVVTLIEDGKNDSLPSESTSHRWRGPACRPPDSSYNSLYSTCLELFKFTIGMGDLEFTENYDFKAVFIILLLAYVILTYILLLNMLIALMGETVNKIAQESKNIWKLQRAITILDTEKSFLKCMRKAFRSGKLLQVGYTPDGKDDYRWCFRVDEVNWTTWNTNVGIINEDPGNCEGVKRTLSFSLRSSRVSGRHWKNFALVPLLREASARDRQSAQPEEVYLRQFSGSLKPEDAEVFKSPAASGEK
#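 Fluo-8 calcium influx in TRPV1-expressing cells, kinetic read (ex 480/em 520 nm). Compound added and read 3 min for agonist activity, followed by capsaicin at EC20 final and 2 min further read for enhancement.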
# ELG1 DNA repair = ELG1-dependent DNA repair inhibition; HEK293T ELG1-luciferase reporter, luminescence, 16 h; DNA damage induced by 5-fluorouridine; Potency, µM (doses to about 46.1 µM), for inactives: at the top dose activity change, negative = inhibition, most hits filed as inhibitors; 2.3% of 330,000 active; also: potency is read from the fitted curve at half-maximal effect; % is scaled to controls: 0 for no effect and ±100 for the full control effect; nearly all actives have a fitted effect of over 55% in size
#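 Overnight (16 hr) co-exposure of 2,000 cells/well to 5-fluorouridine and compound at 37 °C preceded detection. Luciferase was quantified via ONE-Glo luminescence; loss of signal denotes inhibition.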
# Gal4-VP16 FLuc = inhibits Gal4-VP16 luciferase reporter, ROR gamma counter-screen | Drosophila S2 Gal4-VP16 UAS-luciferase, luminescence, 20 h | Potency, µM (doses to about 53.6 µM), without a hit: top-dose activity, negative = inhibition, hits mostly inhibitors | 3.5% of 310,000 active;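 also: Gal4-VP16 expression switched on by copper sulfate through the metallothionein promoter; potency is read from the fitted curve at half-maximal effect; % is scaled to controls: 0 for no effect and ±100 for the full control effect; nearly all actives have a fitted effect of over 50% in size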
# ELG1 genotox = induces genotoxicity in HEK293T cells with luciferase-tagged ELG1; AID 504466; Potency, µM (highest dose often 46 µM), for the others: at the top dose activity change, positive = activation, actives largely listed as activators; 1.3% of 330,000 active; HEK293T ELG1-luciferase reporter, luminescence, 16 h; also: potency is read from the fitted curve at half-maximal effect; % of control where 0% means no effect; nearly all actives have a fitted effect of over 60% in size
#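 Step 1: seed 2,000 HEK293T ELG1-luciferase cells per well. Step 2: add compound or DMSO, incubate 16 hr at 37 °C. Step 3: ONE-Glo, 30 min at room temperature, read luminescence.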
# p53 reactivation = restores transcriptional activity of mutant p53. H1299 p53-A138V BP100-luciferase reporter, luminescence, 24 h. Potency, µM (titrated, usually from 92.2 µM), for inactives: at the highest dose activity change, positive = activation, hits mostly activators. 0.063% of 320,000 active. AID 504706; also: potency is read from the fitted curve at half-maximal effect; % of control where 0% means no effect; nearly all actives have a fitted effect of over 45% in size
#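 p53-null H1299 cells stably carrying temperature-sensitive p53-A138V and a BP100-luciferase reporter were pinned with compounds (4-point, 1:5 series) and held 24 hrs at 37 deg C. Luminescence was read 10 min after detection reagent.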
# RORg inh = ROR gamma (mouse) transcription inhibition; Drosophila S2 Gal4-RORgamma UAS-luciferase reporter, 20 h; P51450; AID 2551; 5.4% of 310,000 active; Potency, µM (top dose mostly 53.6 µM), without a hit: at the top dose activity change, negative = inhibition, hits mostly inhibitors; also: potency is read from the fitted curve at half-maximal effect; % is scaled to controls: 0 for no effect and ±100 for the full control effect; nearly all actives have a fitted effect of over 60% in size
#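 ROR gamma transcriptional activity was tracked as Gal4-UAS luciferase output in stably transfected Drosophila Schneider cells, with compound added 1 hr before 700 uM copper sulfate induction and a 20 hr ambient-temperature incubation.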
# Rab9 promoter act = Rab9 promoter activation. Potency, µM (highest dose often 9.22 µM), for inactives: at the highest dose activation, negative = inhibition, usual class: activators. Huh7 Rab9 promoter-luciferase reporter, luminescence, 24 h. 2.8% of 320,000 active. AID 485297; also: potency is read from the fitted curve at half-maximal effect; % of control where 0% means no effect; nearly all actives have a fitted effect of over 60% in size
#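 Stable Rab9-luc Huh7, 1500 cells/well, 2 h settle; cmpd in DMSO, 24 h, 37 °C/5% CO2; luciferase reagent 10 min RT; luminescence.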
# NPC1 promoter act = NPC1 promoter activation | Potency, µM (doses to about 9.22 µM), for the others: at the top dose activation, most hits filed as activators | AID 485313 | 2.4% of 320,000 active | Huh7 NPC1 promoter luciferase reporter, 24 h;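 also: potency is read from the fitted curve at half-maximal effect; % of control where 0% means no effect; nearly all actives have a fitted effect of over 60% in size; reporter is driven by a mutant NPC1 promoter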
#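 Cells: Huh7 expressing luciferase under the NPC1 promoter, 1500/well. Seeded 2 h, compound added, incubated 24 h at 37 °C. Luciferase reagent, 10 min ambient, then luminescence.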
# BRCA1 expr up = activators of BRCA1 expression; Potency, µM (doses to about 46.1 µM), inactives show at the top dose activation, hits mostly activators; MCF7-BRCA1-FFLuc reporter, luminescence, 48 h; response scale: scaled: vehicle 0%, 10 µM genistein 100%; 1.1% of 380,000 active; also: potency is read from the fitted curve at half-maximal effect; nearly all actives have a fitted effect of over 80% in size; some results filed as inactive show a strong effect at the top dose
#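 MCF7-BRCA1-FFLuc cells, 2000/well in phenol-red-free MEM, attached 2 h then treated 48 h at 37 C. Luciferase luminescence read 15 min after reagent; normalized to genistein maximum activation (10microM) and DMSO, concentration-response fitted.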
# FLuc counter = inhibits or activates purified firefly luciferase, miR-21 counter-screen; purified FLuc, Km substrates, luminescence inhibition; Potency, µM (highest dose often 57.5 µM), for the others: top-dose activity change, negative = inhibition, actives largely listed as inhibitors; P08659; 6.9% of 360,000 active;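 also: potency is read from the fitted curve at half-maximal effect; plate controls were vehicle for no effect and reference inhibitor for full effect; nearly all actives have a fitted effect of over 55% in size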
#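 Purified P. pyralis luciferase, 10 nM final, with Km-level 10 uM D-luciferin and 10 uM ATP in 50 mM Tris acetate pH 7.5, 10 mM Mg acetate, 0.01% Tween-20, 0.05% BSA; 6-point qHTS titration about 60 µM downward; luminescence read.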
# An asterisk follows results filed as active; ? = inconclusive; nt = not tested or not shown; & = joins results of further samples; [ ] = remark or other dose. Unless noted, calls follow the shape of the dose curve; as a rule, active = well fitted curve in the direction sought with a large enough effect; inconclusive = small, poorly fitted or top-dose-only effect, or another doubt; inactive = no such curve, though single readings can be large; an effect the other way counts as inactive or inconclusive.
Molecule	NPC1 promoter act	Tb PFK inh	RORg inh	TRPV1 ag	Gal4-VP16 FLuc	p53 reactivation	BRCA1 expr up	ELG1 genotox	Rab9 promoter act	FLuc counter	ELG1 DNA repair
N#CC(C(N)=O)=C1CCCCC1	-2%	-1%	-10%	10	?	2%	0%	-3%	-1%	0%	0%
COc1cc(-c2cn(S(=O)(=O)c3cccc4nsnc34)nc2N)cc(OC)c1OC	-4%	1%	?	-3	1%	-11%	-24%	5%	-3%	0%	-20%
CC[C@]12c3[nH]c4ccc(OC)cc4c3CCN1C(=O)C(CC(=O)NCCN1CCOCC1)C[C@@H]2C(=O)N1CCN(C(=O)c2ccco2)CC1 (some centres not stated)	nt	-2%	nt	nt	nt	-1%	3%	-3%	nt	nt	29%
C/C(=N\NC(=O)c1cccc(F)c1)c1cccc(NC(=O)c2ccc(F)cc2)c1	8%	-4%	-8%	1	0%	11%	17%	2%	3%	?	-14%
CCOC(=O)c1c(NC(=O)C2C3C=CC(C3)C2C(=O)O)sc2c1CCC(CC)C2 (configuration not stated)	-3%	3%	?	-3	-5%	1%	-21%	-3%	-5%	3%	-8%
COc1ccc(NC(=O)C2CCCN(S(=O)(=O)c3ccc4c(c3)CC(C)N4C(C)=O)C2)cc1 (configuration not stated)	2%	-5%	38%	-3	-7%	1%	-27%	-1%[9.26 µM]	0%	-3%	-17%
Cn1ncc(Br)c1C(=O)NC1CCCC1	2%	1%	-9%	-3	-5%	-10%	23%	-14%	-3%	-3%	-23%
CCc1nnc(NC(=O)C2CCC2)s1	1%	-12%	-30%	-2	-3%	-3%	4%	8%	0%	1%	14%
CCCNC(=O)c1ccc(CN2CCOCC2)cc1	8%	1%	2%	-1	4%	2%	18%	3%	-2%	-7%	10%
COc1ccc(C(=O)CSc2nnc(-c3ccoc3C)n2CC2CCCO2)cc1 (configuration not stated)	-2%	-2%	9%	1	-3%	26%	-24%	1%	-8%	-1%	2%
COc1cc(NS(=O)(=O)c2ccc(N/C=C(\C#N)c3nc4ccccc4o3)cc2)nc(OC)n1	-4%	22%	44%	1	2%	-12%	-32%	-1%	-6%	3%	8%
Cc1ccc(-c2nc(-c3cccnc3)sc2CC(=O)Nc2ccc3nc(C)sc3c2)cc1	-1%	8%	?	5	-22%	-7%	-34%	-1%	3%	-8%	18µM*
Cc1ccc(NC(=O)CCC(=O)OCC(=O)c2ccc(Oc3ccc([N+](=O)[O-])cc3)cc2)c(C)c1	1%	1%	40%	2	-14%	4%	-17%	-1%	-1%	-2%	-11%
NS(=O)(=O)c1ccc(CCNC2CC(=O)N(CCc3ccccc3)C2=O)cc1 (configuration not stated)	0%	-1%	-27%	-3	-2%	-1%	7%	-4%	-1%	-2%	-8%
N=c1c(C(=O)NCCc2ccccc2)cc2c(=O)n3ccccc3nc2n1CCCN1CCOCC1	-3%	5%	31%	0	-9%	-6%	-33%	-4%	-3%	2%	5%
COc1ccc(-c2c(NC(=O)CC(C)C)n(C)c3ccccc3c2=O)cc1OC	2%	-2%	-23%	-8	-10%	-3%	2%	-6%	1%	-1%	13%
COc1ccc(-c2cc(C(F)(F)F)nc(N3CCN(C)CC3)n2)cc1OC	-6%	6%	0%	10	-14%	-15%	0%	-1%	1%	0%	?
O=C(NCc1ccccc1)C(c1ccc(O)cc1)N(C(=O)c1cnccn1)c1ccccc1 (configuration not stated)	3%	2%	0%	3	-8%	-1%	-12%	-20%	1%	0%	?
CNC(=O)c1sccc1SCc1ccc(Cl)cc1Cl	1%	-5%	21%	-4	15%	-5%	-12%	-3%	-5%	-7%	-11%
Cc1[nH]c(C(=O)O)c(C#N)c1C(=O)c1ccccc1	-4%	1%	2%	-3	-2%	6%	-4%	0%	0%	-1%	-12%
CCOC(=O)N1CCN(C(=O)Cn2ncc3ccccc32)CC1	1%	-6%	-8%	-3	-6%	-2%	-14%	1%	2%	10%	3%
O=c1[nH]c2cnccc2n1-c1ccccc1	8%	0%	-3%[10 µM]	3	-1%	0%	-5%	7%	-4%	-9%	12%
Cn1cc(C(=O)OCC2CCN(CCNS(C)(=O)=O)CC2)c2ccccc21	0%[46.1 µM]	nt	11%	nt	6%	nt	-30%	nt	3%[46.1 µM]	nt	nt
CC(=O)NC(=S)Nc1sc2c(c1C(N)=O)CCC(C)C2 (configuration not stated)	2.8µM*	6%	20%	0	-3%	12%	4.5µM*	?	1.6µM*	9.5µM*	?
COc1cc(C2C(C(=O)c3ccc(C)o3)=C(O)C(=O)N2CCc2ccccc2)ccc1O (configuration not stated)	-4%	-4%	12%	-5	1%	-13%	-16%	3%	20%	0%	5%
Brc1ccc2c(c1)C(c1cccnc1)=NNC(c1cccs1)=N2	-4%	-1%	44%	24	-8%	5%	-55%	0%	0%	?	-10%
COc1ccc(/C=N/NC(=O)c2cccc(NC(=O)c3ccccc3Cl)c2)c(OC)c1	10%	-1%	15%	-8	-13%	8%	21%	14%	2%	4.3µM*	-7%
Cn1c(=O)c2c(nc(SCCN3CCOCC3)n2Cc2ccccc2Cl)n(C)c1=O	1%	-4%	30%	3	-7%	0%	-5%	6%	0%	3%	?
CC1(c2ccccc2Cl)NC(=O)N(CC(=O)N2CCN(S(=O)(=O)c3ccccc3)CC2)C1=O (configuration not stated)	-1%	5%	nt	1	nt	-6%	-4%	-1%	2%	1%	-5%
Cc1csc2nc(O)c(C(=O)NCCC3=CCCCC3)c(=O)n12	0%	23%	nt	-1	nt	-2%	-46%	0%	-2%	3%	13%
O=C(CCN1C(=O)C2C3C=CC(C3)C2C1=O)NCCN1CCCc2ccccc21 (configuration not stated)	-1%	1%	-8%	-2	-2%	-11%	-33%	4%	7%	-2%	-8%
Cc1cc(C)cc(OCC(O)CN2C(=O)NC(C)(C)C2=O)c1 (configuration not stated)	-2%	-3%	-13%	0	-7%	0%	10%	0%	-2%	1%	0%
Cc1ccc(S(=O)(=O)c2c(C)nn(C(C)(C)C)c2OC(=O)C(C)(C)C)cc1	-4%	5%	8%	22	-13%	-27%	-59%	-2%	-1%	2%	9%
CCCCN(CCCNC(=O)C1CCCN(S(=O)(=O)CC)C1)Cc1ccccc1 (configuration not stated)	-3%	2%	-23%	-3	1%	8%	-11%	-2%	0%	5%	-12%
Cc1ccc(/C=C/C(=O)O)cc1S(=O)(=O)Nc1ccc(C(=O)O)cc1	-1%	8%	1%	-5	-5%	2%	-3%	-3%	-2%	-1%	-4%
Cc1ccc(/C=C/c2nc3sc(C(=O)O)c(C)c3c(=O)[nH]2)cc1[N+](=O)[O-]	0%	0%	8%	3	-2%	-2%	0%	0%	-3%	?	23%
COc1ccc(S(=O)(=O)N(C)c2ccc(C(=O)N3CCCCC3)cc2)cc1	-2%	-1%	?	-1	-20%	6%	-25%	-11%	-7%	-1%	?
O=C(Nc1ccc(F)cc1)N1CCN2C(=O)c3ccccc3C12c1ccccc1 (configuration not stated)	0%	-8%	-2%	?	13%	-7%	-16%	0%	4%	0%	-20%
CCN(CC(=O)NCc1cccs1)C(=O)c1ccc(-c2ccccc2F)o1	3%	-1%	nt	25	nt	26%	56%	-1%	17%	nt	7%
Cc1ccc(NC(=O)COC(=O)CCC2CCCC2)cc1S(=O)(=O)N1CCOCC1	nt	8%	nt	nt	nt	17%	5%	6%	nt	nt	15%
O=C(O)Cc1ccc(NC(=O)c2ccc3c(c2)C(=O)N(Cc2ccco2)C3=O)cc1	-2%	0%	17%	4	-12%	-6%	-3%	-6%	15%	?	?
CCOc1ccc(NC(=O)C(NC(=O)C2CCC(C)CC2)C(C)C)cc1 (configuration not stated)	-8%	-9%	9%	1	-9%[10 µM]	0%	47%	-5%	-20%	0%&1%	-9%
Cn1cccc1CC(=O)NNC(=O)Nc1cccc(Cl)c1	1%	11%	-5%	2	-1%	-10%	30%	-2%	-2%	14%	-17%
COc1cccc(C2N=C(c3ccccc3C)NO2)c1OC (configuration not stated)	19%	0%	-21%	1	-4%	?	39%	?	12%	9.5µM*	?
